NTMT1 inhibitor – Primary qHTS for Inhibitors of N-terminal methyltransferase 1 (NTMT1): MTaseGlo Assay. NTMT1 MTase-Glo SAH luminescence, purified enzyme. Potency, µM (highest dose often 114 µM), inactives show at the top dose activity change, negative = inhibition, most hits filed as inhibitors. N-terminal Xaa-Pro-Lys N-methyltransferase 1 (Homo sapiens), Q9BV86. actives 2.5% (n = 59,000). AID 1645870, 2021;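 further: plate controls were DMSO vehicle for no effect and no enzyme for full effect; nearly all actives have a fitted effect of over 65% in size; many of its hits are not listed in these tables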
Target sequence (Q9BV86 whole entry, looked up): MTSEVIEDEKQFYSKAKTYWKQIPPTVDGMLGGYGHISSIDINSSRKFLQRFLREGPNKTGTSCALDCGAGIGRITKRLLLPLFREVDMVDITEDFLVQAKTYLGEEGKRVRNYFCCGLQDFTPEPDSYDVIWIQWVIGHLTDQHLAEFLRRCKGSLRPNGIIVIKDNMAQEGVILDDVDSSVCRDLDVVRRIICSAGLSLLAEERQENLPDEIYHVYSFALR
FH mod – Identification of activators of human fumarate hydratase by quantitative high-throughput screening | Fumarate hydratase, mitochondrial (Homo sapiens), P07954 | FH coupled MDH/diaphorase resazurin fluorescence, 15 min | Potency, µM (titrated, usually from 79.9 µM), for inactives: at the highest dose activity change, negative = inhibition, hits mostly inhibitors | actives 0.22% (n = 54,000) | AID 1347055, 2019; further: the screen sought activators but most active calls are inhibition curves; nearly all actives have a fitted effect of over 45% in size
The depositor's hits bear a star; u = inconclusive; & = joins results of further samples; ! = not active in a repeat; [ ] = remark or other dose. The call rests on the fitted dose curve; in most records, active means well fitted curve in the direction sought with a large enough effect; inconclusive means small, poorly fitted or top-dose-only effect, or another doubt; inactive means no such curve, though single readings can be large; an effect the other way counts as inactive or inconclusive. Unless noted, on the % scale 0 is the no-effect control and ±100 the full control effect; potency means the concentration at half of the fitted maximal effect. These rows are one share of the data. The share of hits here may be higher or lower than overall.

| canonical_smiles | NTMT1 inhibitor | FH mod |
| --- | --- | --- |
| CC(=O)OC[C@]12C[C@H](OC(C)=O)C(C)=C[C@H]1O[C@@H]1[C@H](O)[C@@H](O)[C@@]2(C)[C@]12CO2 | -14%[29.8 µM] | 4%[53.3 µM] |
| COc1ccc2c(c1)/C(=C/c1cnc[nH]1)C(=O)N2 | 40µM* | 3% |
| CN(C(=O)Cc1ccccc1)C(CN1CCCC1)c1ccccc1 (stereo not given) | 0%[57.5 µM] | -3% |
| O=c1[nH]oc2c1CCNC2 | -9%[57.5 µM] | -4%&-1%[53.3 µM] |
| C[C@H](N)[C@H](O)c1ccc(O)c(O)c1 | 20µM* | -15%[53.3 µM] |
| CCn1cc(C(=O)O)c(=O)c2ccc(C)nc21 | -7%&31%[57.5 µM] | -15%&8%&-1%[53.3 µM] |
| NC1=NC(=O)N2CC12 (stereo not given) | 13%[57.5 µM] | 0%[53.3 µM] |
| C[C@@H]1Cc2c(Cl)cc(C(=O)N[C@@H](Cc3ccccc3)C(=O)O)c(O)c2C(=O)O1 | -20%[29.8 µM] | 1%[53.3 µM] |
| C[C@]12CCC(=O)C=C1CC[C@@H]1[C@@H]2CC[C@@]2(C)[C@H]1CC[C@]2(C)O | u | 1%[53.3 µM] |
| CCC1(O)CCC2C3CCC4=CC(=O)CCC4C3CCC21CC (stereo not given) | -9%[57.5 µM] | 1% |
| O=C(CCCCl)c1ccc(F)cc1 | u | 0%[53.3 µM] |
| S=C(NC1CCCCC1)N1CCC(c2cnc[nH]2)CC1 | -3%[57.5 µM] | u |
| O=C(O)C(=O)c1cn(Cc2ccccc2)c2ccc(-c3ccc(OC(F)(F)F)cc3)cc12 | 40µM*! | -13% |
| C#C[C@]1(O)CC[C@H]2[C@@H]3CC[C@H]4Cc5nc6nc7ccccc7n6cc5C[C@]4(C)[C@H]3CC[C@@]21C | 11%[57.5 µM] | -4% |
| CN1C(=O)[C@@H](NC(=O)c2cc3ccccc3[nH]2)N=C(c2ccccc2)c2ccccc21 | 14%[57.5 µM] | -14%[53.3 µM] |
| CC[C@@]1(O)C(=O)OCc2c1cc1n(c2=O)Cc2cc3c(OC)cccc3nc2-1 | 21%[29.8 µM] | -4%[53.3 µM] |
| Cc1nnc2n1-c1sc(CCc3ccc(CC(C)C)cc3)cc1C(c1ccccc1Cl)=NC2C (stereo not given) | -11%[57.5 µM] | u |
| C#CCO[C@H]1CN2CCC1CC2 | 13%[57.5 µM] | 9% |
| CNC(C)Cc1ccc2c(c1)OCO2 (stereo not given) | 36%[activator] | 1% |
| O=[N+]([O-])c1cc([N+](=O)[O-])c2ccccc2c1 | 29% | -10% |
| C[C@@H]1C(=O)O[C@H]2[C@H](O)[C@@]34[C@@H]5OC(=O)[C@@]3(O[C@@H]3OC(=O)[C@@H](O)[C@@]34[C@H](C(C)(C)C)[C@H]5O)[C@@]12O | -4%[29.8 µM] | -3%[53.3 µM] |
| N=c1c2c(-c3ccccc3)c(-c3ccccc3)n(Cc3ccccc3)c2ncn1C1CCC(O)CC1 (stereo not given) | -18% | -9%[53.3 µM] |
| COc1cc(CCNCc2ccccc2O)c(OC)cc1C#N | -4%[57.5 µM] | 0% |

One compound at a time, as listed above. Order of values: NTMT1 inhibitor, FH mod
Cc1nnc2n1-c1sc(CCc3ccc(CC(C)C)cc3)cc1C(c1ccccc1Cl)=NC2C (stereo not given) as listed: -11%[57.5 µM], u
COc1ccc2c(c1)/C(=C/c1cnc[nH]1)C(=O)N2 as listed: 40µM*, 3%

As entered above.
CCn1cc(C(=O)O)c(=O)c2ccc(C)nc21 in FH mod = -15%&8%&-1%[53.3 µM]
O=C(O)C(=O)c1cn(Cc2ccccc2)c2ccc(-c3ccc(OC(F)(F)F)cc3)cc12 in NTMT1 inhibitor = 40µM*!
S=C(NC1CCCCC1)N1CCC(c2cnc[nH]2)CC1 in NTMT1 inhibitor = -3%[57.5 µM]

Nothing new here: an excerpt of the list.
| canonical_smiles | NTMT1 inhibitor | FH mod |
| --- | --- | --- |
| CC(=O)OC[C@]12C[C@H](OC(C)=O)C(C)=C[C@H]1O[C@@H]1[C@H](O)[C@@H](O)[C@@]2(C)[C@]12CO2 | -14%[29.8 µM] | 4%[53.3 µM] |
| COc1ccc2c(c1)/C(=C/c1cnc[nH]1)C(=O)N2 | 40µM* | 3% |
| CN(C(=O)Cc1ccccc1)C(CN1CCCC1)c1ccccc1 (stereo not given) | 0%[57.5 µM] | -3% |
| O=c1[nH]oc2c1CCNC2 | -9%[57.5 µM] | -4%&-1%[53.3 µM] |
